Screens (PubChem)
DUSP3 inh: DUSP3 (human) phosphatase inhibition; P51452; recombinant VHR phosphatase, pNPP absorbance; inhibition, % at 13.3 µM; hit rate 0.52% among 290,000; in the data active = inhibition above about 50%; also: some compounds called inactive have numbers as strong as hits
Target sequence (P51452 whole entry, looked up): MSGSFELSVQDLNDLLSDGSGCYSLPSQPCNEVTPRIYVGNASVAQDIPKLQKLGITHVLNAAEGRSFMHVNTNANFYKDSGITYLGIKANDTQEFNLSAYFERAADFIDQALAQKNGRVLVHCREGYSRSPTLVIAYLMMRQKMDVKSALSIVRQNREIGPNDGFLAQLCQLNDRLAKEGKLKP
Vc quorum ag: quorum light induction in luxS cqsA deficient V. cholerae. V. cholerae BH1578 lux reporter, luminescence, 6 h. activation, % at 18.7 µM. hit rate 0.16% among 350,000. AID 588436; in the data active = activation mostly above about 9.7%, no sharp cut-off; inconclusive = no clear call, values can overlap the other calls; inactive = mostly below about 3.7%; also: not every result past the cut was called active; inactives centre near 0; reference of the scale not given here
BoNT A protease: blocks Botulinum neurotoxin A light chain protease | hit rate 0.17% among 360,000 | inhibition, % at 10 µM | AID 588499 | multiplex microsphere protease substrate cleavage, flow cytometry; also: plate controls were buffer without enzyme for full effect and enzyme alone for no effect
PriA SSB inh: K. pneumoniae PriA-SSBct interaction inhibition; AlphaScreen SSBct-PriA binding, biotinylated peptide; inhibition, % at 33 µM; hit rate 0.6% among 430,000; in the data active = inhibition mostly above about 37%, no sharp cut-off; inactive = mostly below about 20%;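 also: plate controls were negative control peptide for no effect and reference peptide for full effect; strong numbers were not always called active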
Anthrax LF prot: anthrax lethal factor protease inhibition; multiplex microsphere protease cleavage assay, LF; hit rate 0.12% among 360,000; inhibition, % at 10 µM; P15917; also: plate controls were buffer without enzyme for full effect and enzyme alone for no effect
Target sequence (P15917 whole entry, looked up): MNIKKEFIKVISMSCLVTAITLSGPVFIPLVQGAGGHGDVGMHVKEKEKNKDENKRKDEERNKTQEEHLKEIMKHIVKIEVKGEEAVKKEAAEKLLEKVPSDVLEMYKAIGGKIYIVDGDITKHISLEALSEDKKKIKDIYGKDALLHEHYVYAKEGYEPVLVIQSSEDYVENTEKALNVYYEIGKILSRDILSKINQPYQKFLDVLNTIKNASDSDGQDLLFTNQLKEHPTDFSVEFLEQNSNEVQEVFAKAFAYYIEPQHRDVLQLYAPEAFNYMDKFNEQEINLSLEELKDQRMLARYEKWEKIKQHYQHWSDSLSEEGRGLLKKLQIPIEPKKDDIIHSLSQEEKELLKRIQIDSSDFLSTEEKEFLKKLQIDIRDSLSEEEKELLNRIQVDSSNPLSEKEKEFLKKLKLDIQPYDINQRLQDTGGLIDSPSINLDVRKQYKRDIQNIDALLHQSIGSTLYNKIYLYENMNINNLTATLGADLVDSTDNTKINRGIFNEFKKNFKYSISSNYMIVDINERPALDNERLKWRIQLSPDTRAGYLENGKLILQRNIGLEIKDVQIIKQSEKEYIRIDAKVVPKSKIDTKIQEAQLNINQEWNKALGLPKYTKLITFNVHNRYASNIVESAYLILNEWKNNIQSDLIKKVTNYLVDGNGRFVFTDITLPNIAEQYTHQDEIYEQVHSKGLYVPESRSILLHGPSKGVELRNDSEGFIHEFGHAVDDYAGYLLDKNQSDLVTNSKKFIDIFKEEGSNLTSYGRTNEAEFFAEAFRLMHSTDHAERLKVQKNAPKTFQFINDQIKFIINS
PfHsp40 rescue: restores yeast growth despite PfHsp40 toxicity; S. cerevisiae expressing PfHsp40, growth rescue, ATP luminescence; growth rescue, % at 12.5 µM; hit rate 0.68% among 340,000; in the data active = growth rescue above about 28%, passing the limit was not always enough; inconclusive = no clear call, values can overlap the other calls;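 also: yeast W303a lacking pdr1 and pdr3 grown in galactose medium; growth measured after three days at 30 °C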
TcdB inh: inhibitors of Clostridioides difficile toxin B glycohydrolase; hit rate 0.24% among 350,000; AID 652162; P18177; inhibition, % at 9.99 µM; TcdB glycohydrolase enzymatic assay, plate reader; in the data active = inhibition above about 10%
CCHF vOTU inh: CCHFV vOTU protease inhibition; Pep-AMC fluorescence; inhibition, % at 11.5 µM; hit rate 0.55% among 370,000; AID 651958; in the data active = inhibition above about 30%; also: 0% = vehicle wells with enzyme and 100% = no enzyme wells
Y pestis TopoI: blocks Yersinia pestis topoisomerase I activity | AID 504884 | hit rate 0.064% among 360,000 | activity, % at 10 µM | Y. pestis Topo-I cleavage product accumulation, plate reader; in the data active = activity above about 50%, passing the limit was not always enough; inconclusive = no clear call, values can overlap the other calls; also: inactives centre near 2
3CLpro inhibitor: SARS-CoV 3CLpro protease inhibition; P0C6X7; recombinant SARS-CoV 3CLpro, quenched FRET peptide cleavage; inhibition, % at 6 µM; hit rate 0.14% among 290,000; AID 1706; in the data active = inhibition above about 12%
Starred values were filed as active, the others as inactive. Rule as the data show it, unless noted: active = inhibition above about 30%; inconclusive = no clear call, values can overlap the other calls; inactive = below that. Only part of the results is shown; count on the stated rates, not on these rows.

`O=C(O)c1ccc(NS(=O)(=O)c2cc(Cl)ccc2Cl)cc1O` gave DUSP3 inh -5.1, BoNT A protease 0.1, PriA SSB inh -7.3, Anthrax LF prot 0.2, PfHsp40 rescue 0.0, TcdB inh 0.2, CCHF vOTU inh 0.8, Y pestis TopoI 3.2 and 3CLpro inhibitor 0.5.
For Cc1ccccc1N1C(=O)C2C3C=CC(CC3)C2C1=O (stereo unspecified) the results were DUSP3 inh -3.2, Vc quorum ag inactive, BoNT A protease -3.7, PriA SSB inh -11.3, Anthrax LF prot -5.3, PfHsp40 rescue -1.6, TcdB inh 0.9, CCHF vOTU inh 2.6, Y pestis TopoI -1.9 and 3CLpro inhibitor -1.1.
CCCCN(CCCC)CCCN1CC(=O)N2[C@@H](Cc3c([nH]c4ccccc34)C2(C)C)C1=O was read as DUSP3 inh 8.8, Vc quorum ag -7.7, BoNT A protease -3.5, PriA SSB inh 2.6, Anthrax LF prot -2.9, PfHsp40 rescue -0.2, TcdB inh 1.4, CCHF vOTU inh 12.5, Y pestis TopoI 4.0 and 3CLpro inhibitor -1.8.
Cc1ccc(-c2cc(C(=O)N/N=C/c3ccccc3O)n[nH]2)o1 was read as DUSP3 inh 15.3, Vc quorum ag -0.2, BoNT A protease 0.4, Anthrax LF prot -0.8, PfHsp40 rescue -0.3, TcdB inh -0.1, CCHF vOTU inh 9.8, Y pestis TopoI 0.9 and 3CLpro inhibitor 0.4.
CSc1ccc(C(=O)C(C)(C)N2CCOCC2)cc1 was read as DUSP3 inh 5.6, Vc quorum ag inactive, BoNT A protease 0.0, PriA SSB inh -12.9, Anthrax LF prot 1.9, PfHsp40 rescue -0.2, CCHF vOTU inh 14.2, Y pestis TopoI 7.5 and 3CLpro inhibitor -4.0.
For NP(=O)(Oc1ccc(Cl)cc1)Oc1ccc(Cl)cc1 the results were DUSP3 inh 17.9, Vc quorum ag -0.6, BoNT A protease -1.5, PriA SSB inh -16.5, Anthrax LF prot 1.0, PfHsp40 rescue -1.0, TcdB inh 0.2, CCHF vOTU inh 8.8, Y pestis TopoI 9.4 and 3CLpro inhibitor 2.3.
CC1Cc2nc(SCC(=O)N3CCOCC3)n(C)c(=O)c2S1 (stereo unspecified) was read as DUSP3 inh 6.2, Vc quorum ag 0.7, BoNT A protease 0.9, PriA SSB inh 1.9, Anthrax LF prot -0.4, PfHsp40 rescue inconclusive, TcdB inh 1.4, CCHF vOTU inh 2.0, Y pestis TopoI 5.7 and 3CLpro inhibitor 1.5.
For Cc1ccc(S(=O)(=O)N2CCCCC2)cc1NC(=O)c1c(-c2ccccc2)noc1C the results were Vc quorum ag -5.7, BoNT A protease 2.4, PriA SSB inh -5.6, Anthrax LF prot 4.9, PfHsp40 rescue -1.2, TcdB inh 0.9, CCHF vOTU inh -1.7 and Y pestis TopoI 2.2.
Screening CCN(CC)S(=O)(=O)c1ccc(Cl)c(NC(=O)COC(=O)/C=C/c2cc(OC)c(OC)c(OC)c2)c1 returned DUSP3 inh -0.5, Vc quorum ag 1.4, BoNT A protease -0.1, PriA SSB inh -12.1, Anthrax LF prot -2.3, PfHsp40 rescue -0.4, TcdB inh 1.8, CCHF vOTU inh 6.0, Y pestis TopoI -8.8 and 3CLpro inhibitor 1.0.
`CCN1C(=NCC(C)C)N[C@@H](c2cccc(F)c2)C(C(=O)OC)=C1C` gave DUSP3 inh 1.1, Vc quorum ag inactive, BoNT A protease 0.0, PriA SSB inh -11.4, Anthrax LF prot 4.9, PfHsp40 rescue 0.3, TcdB inh -0.7, CCHF vOTU inh 12.0, Y pestis TopoI -5.8 and 3CLpro inhibitor -4.0.
For CCN1C(=O)[C@H]2[C@@H](c3ccc(-c4ccc(F)cc4)cc3)N[C@@](Cc3ccccc3)(C(=O)OC)[C@H]2C1=O the results were Vc quorum ag -0.6, BoNT A protease 0.0, PriA SSB inh -12.9, Anthrax LF prot 1.5, PfHsp40 rescue 4.2, TcdB inh 2.3, CCHF vOTU inh -0.7 and Y pestis TopoI 7.6.
Screening CCCn1c(=S)[nH]c2cc(C(=O)NCC3CCCO3)ccc2c1=O (stereo unspecified) returned DUSP3 inh -7.5, Vc quorum ag -0.2, BoNT A protease -0.2, PriA SSB inh -7.2, Anthrax LF prot -7.1, PfHsp40 rescue -0.7, TcdB inh -1.3, CCHF vOTU inh 1.7, Y pestis TopoI 4.3 and 3CLpro inhibitor 4.4.

The last 2 entries of the section above lead into the next:
For CCN1C(=O)[C@H]2[C@@H](c3ccc(-c4ccc(F)cc4)cc3)N[C@@](Cc3ccccc3)(C(=O)OC)[C@H]2C1=O the results were Vc quorum ag -0.6, BoNT A protease 0.0, PriA SSB inh -12.9, Anthrax LF prot 1.5, PfHsp40 rescue 4.2, TcdB inh 2.3, CCHF vOTU inh -0.7 and Y pestis TopoI 7.6.
Screening CCCn1c(=S)[nH]c2cc(C(=O)NCC3CCCO3)ccc2c1=O (stereo unspecified) returned DUSP3 inh -7.5, Vc quorum ag -0.2, BoNT A protease -0.2, PriA SSB inh -7.2, Anthrax LF prot -7.1, PfHsp40 rescue -0.7, TcdB inh -1.3, CCHF vOTU inh 1.7, Y pestis TopoI 4.3 and 3CLpro inhibitor 4.4.
Screening COc1ccc(/C=N/NC(=O)CCn2c3ccccc3c3ccccc32)cc1O returned DUSP3 inh -0.9, Vc quorum ag 3.3, BoNT A protease -1.0, Anthrax LF prot -5.2, PfHsp40 rescue -0.1, CCHF vOTU inh -8.7, Y pestis TopoI -11.0 and 3CLpro inhibitor 3.1.
Screening COc1ccc(N2C(=O)CC(Cc3ccc(Br)cc3)C2=O)cc1 (stereo unspecified) returned DUSP3 inh 44.4, Vc quorum ag -2.0, BoNT A protease -0.4, PriA SSB inh -2.2, Anthrax LF prot -1.6, PfHsp40 rescue -0.8, TcdB inh 1.1, CCHF vOTU inh 4.0, Y pestis TopoI 11.7 and 3CLpro inhibitor 7.9.
Cn1nc(N)nc1N1CCN(c2ccc(F)cc2)CC1 was read as DUSP3 inh 15.5, Vc quorum ag inactive, BoNT A protease -0.7, PriA SSB inh -15.7, Anthrax LF prot 0.4, PfHsp40 rescue -1.9, TcdB inh 1.6, CCHF vOTU inh 4.8, Y pestis TopoI 4.6 and 3CLpro inhibitor -2.9.
Screening CC1(C)CC(NC(=O)c2ccccc2C(=O)NC2CC(C)(C)NC(C)(C)C2)CC(C)(C)N1 returned DUSP3 inh 18.4, Vc quorum ag -2.3, BoNT A protease 0.1, PriA SSB inh -5.5, Anthrax LF prot 0.4, PfHsp40 rescue -1.2, TcdB inh -0.8, CCHF vOTU inh -3.4, Y pestis TopoI -1.3 and 3CLpro inhibitor 3.5.
For COc1ccc(OCCN2CCC(C(=O)NC(c3ccccn3)c3ccccc3OC)CC2)cc1 (stereo unspecified) the results were Vc quorum ag -0.3, BoNT A protease -0.8, Anthrax LF prot 5.2, TcdB inh -6.8, CCHF vOTU inh 5.9 and Y pestis TopoI 13.3.
CC(c1ccco1)N(C(=O)CSc1ccc(Br)cc1)c1ccccn1 (stereo unspecified) was read as DUSP3 inh 17.7, Vc quorum ag -0.5, BoNT A protease -0.3, PriA SSB inh -12.9, Anthrax LF prot -3.0, PfHsp40 rescue 2.5, CCHF vOTU inh 7.7, Y pestis TopoI 0.5 and 3CLpro inhibitor -5.0.
Cc1ccc(NC(=O)CN(c2ccccc2)S(=O)(=O)N(C)C)cc1 was read as DUSP3 inh -4.8, Vc quorum ag inactive, BoNT A protease -0.5, PriA SSB inh -0.1, Anthrax LF prot -0.4, PfHsp40 rescue 0.7, CCHF vOTU inh 7.5, Y pestis TopoI 5.9 and 3CLpro inhibitor 2.7.
Screening O=C(NCCCN1CCN(c2ccccc2F)CC1)C1CC(=O)N(C2CCCC2)C1 (stereo unspecified) returned DUSP3 inh -4.4, Vc quorum ag -0.1, BoNT A protease 0.1, PriA SSB inh -24.5, Anthrax LF prot 1.3, PfHsp40 rescue 0.0, TcdB inh 1.3, CCHF vOTU inh 7.7, Y pestis TopoI -0.8 and 3CLpro inhibitor -4.0.
CC(Oc1ccc(Cl)cc1Cl)C(=O)Nc1ccc(O)cc1 (stereo unspecified) was read as DUSP3 inh 4.5, Vc quorum ag -0.7, BoNT A protease -0.9, PriA SSB inh -14.8, Anthrax LF prot -1.4, PfHsp40 rescue 0.9, TcdB inh 14.5*, CCHF vOTU inh 26.1, Y pestis TopoI -10.7 and 3CLpro inhibitor 3.0.
`Cc1n[nH]c(=O)c2c(NC(=O)CSc3ncccn3)oc(C)c12` gave Vc quorum ag 0.6, BoNT A protease 0.3, PriA SSB inh 3.5, Anthrax LF prot 3.2, PfHsp40 rescue 9.1, TcdB inh 1.4, CCHF vOTU inh 4.3 and Y pestis TopoI -5.2.
Screening C=C[C@H]1C(C(=O)OCC)=CC[C@@H](c2ccccc2)N1S(=O)(=O)c1ccc(C)cc1 returned BoNT A protease 0.2, Anthrax LF prot 3.1, TcdB inh -4.0 and CCHF vOTU inh 15.8.
C=CCOC(=O)C1=C[C@H](C2CC2)[C@@H](CCCO)[C@H](OCC)O1 was read as DUSP3 inh 21.1, Vc quorum ag 0.5, BoNT A protease -0.2, PriA SSB inh -7.0, Anthrax LF prot 4.5, PfHsp40 rescue 0.5, TcdB inh -0.1, CCHF vOTU inh -0.1, Y pestis TopoI -4.8 and 3CLpro inhibitor 4.5.
Screening Cc1ccc(-c2c(C)n([O-])c3c([n+]2=O)CCC3)o1 returned DUSP3 inh 4.4, Vc quorum ag inactive, BoNT A protease -0.3, PriA SSB inh 1.6, Anthrax LF prot 1.3, PfHsp40 rescue -1.9, CCHF vOTU inh 11.1, Y pestis TopoI -5.8 and 3CLpro inhibitor -6.2.
N#Cc1ccccc1OCC(=O)OCC(=O)c1ccc2c(c1)NC(=O)CO2 was read as DUSP3 inh 21.7, Vc quorum ag inactive, BoNT A protease 0.5, PriA SSB inh 3.5, Anthrax LF prot 3.2, PfHsp40 rescue 2.0, TcdB inh -0.6, CCHF vOTU inh 4.6, Y pestis TopoI 1.1 and 3CLpro inhibitor 0.3.
O=[N+]([O-])c1ccccc1/C=C/CN1CCCC(CO)C1 (stereo unspecified) was read as DUSP3 inh 10.7, Vc quorum ag inactive, BoNT A protease -5.1, PriA SSB inh -9.1, Anthrax LF prot -3.6, PfHsp40 rescue 1.4, TcdB inh -0.1, CCHF vOTU inh -5.8, Y pestis TopoI 0.3 and 3CLpro inhibitor -2.0.
`CCN(CC(=O)Nc1c(F)cccc1F)C(=O)C1CCCN(C(=O)c2ccc(Cl)cc2)C1` (stereo unspecified) gave DUSP3 inh 9.6, Vc quorum ag -0.4, BoNT A protease 0.8, PriA SSB inh -10.8, Anthrax LF prot -1.2, PfHsp40 rescue -1.3, TcdB inh 1.7, CCHF vOTU inh 4.9, Y pestis TopoI -2.7 and 3CLpro inhibitor 4.0.
`CC(OC(=O)CCC(=O)c1ccc(F)cc1)C(=O)NC1CCCCC1C` (stereo unspecified) gave DUSP3 inh 6.2, Vc quorum ag inactive, BoNT A protease 0.2, PriA SSB inh -5.5, Anthrax LF prot -1.9, PfHsp40 rescue 1.5, TcdB inh 0.1, CCHF vOTU inh -6.5, Y pestis TopoI 15.4 and 3CLpro inhibitor 3.0.
`Cc1cc(NCCO)c2cc(O)ccc2n1` gave DUSP3 inh 13.3, Vc quorum ag -3.7, BoNT A protease 0.3, PriA SSB inh -31.6, Anthrax LF prot -1.9, PfHsp40 rescue -1.4, CCHF vOTU inh -131.6, Y pestis TopoI -7.5 and 3CLpro inhibitor 0.9.
For Cc1ccc([C@H]2C[C@@H](n3cc(COC(=O)c4ccccc4)nn3)[C@H](O)CN2C(=O)C2CCCCC2)cc1 the results were Vc quorum ag -0.3, BoNT A protease -0.1, Anthrax LF prot 1.3, TcdB inh -0.2, CCHF vOTU inh 8.4 and Y pestis TopoI 5.2.
`O=C(COC(=O)c1cccnc1)Nc1ccc2c(c1)OCO2` gave DUSP3 inh 9.1, Vc quorum ag inactive, BoNT A protease 1.0, PriA SSB inh 0.5, Anthrax LF prot -1.0, PfHsp40 rescue 0.5, TcdB inh 0.3, CCHF vOTU inh 4.8, Y pestis TopoI 3.7 and 3CLpro inhibitor 5.4.
